Screens: PubChem BioAssay, National Center for Advancing Translational Sciences (NCATS)
KB-3-1 cytotox = qHTS assay for MDR1-selective chemotherapeutics: Primary screen using the parental adenocarcinoma cell KB-3-1; KB-3-1 viability, CellTiter-Glo ATP luminescence, 72 h; Potency, µM (top dose mostly 46.1 µM), for inactives: top-dose activity change, negative = cytotoxic, actives largely listed as cytotoxic; 400,000 compounds, 1.4% hits; AID 1347075, 2019; note: potency is the fitted concentration of half-maximal effect; % is set by controls: 0 for no effect and ±100 for the full control effect; nearly all actives have a fitted effect of over 60% in size
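Cytotoxicity measured as CellTiter-Glo luminescence after 72 h at 37 C. Compound titrations were pinned onto drug-naive KB-3-1 parental adenocarcinoma cells grown in DMEM with 10% FBS, and normalized data fitted to concentration-response curves.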
D3 ag = qHTS of D3 Dopamine Receptor Agonist: qHTS; 410,000 compounds, 0.58% hits; D3R DiscoveRx beta-arrestin cells, luminescence, 90 min; max activation, %; in the data active = max activation above about 30%; note: 0% is about no effect; mostly tested at two doses, the higher about 12 µM
Target sequence (P35462 whole entry, looked up): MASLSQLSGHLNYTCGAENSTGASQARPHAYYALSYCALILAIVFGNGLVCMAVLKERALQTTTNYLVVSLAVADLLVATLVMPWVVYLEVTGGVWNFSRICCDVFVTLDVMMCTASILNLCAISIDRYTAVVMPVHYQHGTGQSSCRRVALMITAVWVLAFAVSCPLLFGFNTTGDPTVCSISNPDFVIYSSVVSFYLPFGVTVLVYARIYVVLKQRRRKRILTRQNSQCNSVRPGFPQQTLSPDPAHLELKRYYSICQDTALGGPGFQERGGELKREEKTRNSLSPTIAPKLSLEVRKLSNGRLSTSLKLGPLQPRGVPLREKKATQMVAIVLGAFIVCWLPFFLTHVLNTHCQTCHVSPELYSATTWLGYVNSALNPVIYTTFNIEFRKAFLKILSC
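Cells at 1500/well, incubated overnight, then treated with pinned compounds (dopamine as control) for 90 min at 37 degrees C. DiscoveRx reagent added for 30 - 60 minutes at room temperature; luminescence read.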
HT1080 IDH1KD tx = qHTS for induction of synthetic lethality in tumor cells producing 2HG: qHTS for the HT-1080-IDH1KD cell line. HT-1080 IDH1 knockdown viability, ATP luminescence, 48 h. Potency, µM (titrated, usually from 46.1 µM), for inactives: at the highest dose activity, negative = toxicity, usual class: cytotoxic. 360,000 compounds, 2% hits. AID 686971, 2013;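 note: potency is the fitted concentration of half-maximal effect; 0% = DMSO wells and -100% = cell-free medium wells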
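Assay cells: HT-1080 with IDH1 knockdown, 750 per well, RPMI/5% FBS. Exposure: 48 h at 37 °C following 2 h pre-incubation. Read: CellTiter-Glo luminescence; fitted concentration-response, curve class assigned.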
IL-1B inflam inh = qHTS for Inhibitors of Inflammasome Signaling: IL-1-beta AlphaLISA Primary Screen | THP-1 LPS/ATP IL-1B secretion, AlphaLISA, 16 h; hits give low values | activity change, % at 57.5 µM | 360,000 compounds, 4.7% hits; in the data active = activity change below about -50%; inconclusive = mostly about -30% to -49%; note: % is set by controls: 0 for no effect and ±100 for the full control effect
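Secreted IL-1B measured by AlphaLISA bead assay after 16 h compound exposure of THP-1 cells; compounds (final up to 57.5 uM) added 1 h before LPS (250 ng/mL) and ATP (1.25 mM) stimulation; lower signal means less secretion.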
D3 antag = qHTS of D3 Dopamine Receptor Antagonist: qHTS. 360,000 compounds, 2.5% hits. AID 652054, 2013. max response, negative = inhibition, %. D3R cells, DiscoveRx beta-arrestin luminescence, antagonist mode; hits give low values. D(3) dopamine receptor (Homo sapiens), P35462; in the data active = max response below about -50%; inconclusive = no clear call, values can overlap the other calls; note: % is set by controls: 0 for no effect and ±100 for the full control effect; mostly tested at two doses, the higher about 12 µM
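Cells expressing the human receptor were seeded at 1500 cells/well, incubated overnight at 37 degrees C in 5% CO2, then exposed to library compounds with dopamine controls for 90 minutes at 37 degrees C before luminescent detection.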
HT1080NT lethal = qHTS for induction of synthetic lethality in tumor cells producing 2HG: qHTS for the HT-1080-NT fibrosarcoma cell line. HT-1080-NT fibrosarcoma viability, CellTiter-Glo ATP luminescence, 48 h. Potency, µM (doses to about 46.1 µM), for inactives: at the top dose activity, negative = less viability, actives largely listed as cytotoxic. 360,000 compounds, 1.6% hits;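 note: NT is the 2HG producing partner of a matched IDH1 knockdown line; potency is the fitted concentration of half-maximal effect; 0% = DMSO-treated cells and -100% = media-only wells without cells; nearly all actives have a fitted effect of over 55% in size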
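Toxicity toward the 2HG-producing NT line was scored as %Activity, normalised to DMSO and no-cell wells, from CellTiter-Glo luminescence after 48 hours' treatment.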
KB-V1 cytotox = qHTS assay for MDR1-selective chemotherapeutics: Primary screen using the drug-selected MDR subline cells KB-V1. AID 1347076, 2019. Potency, µM (highest dose often 46.1 µM), without a hit: at the top dose activity change, negative = cytotoxicity, most hits filed as cytotoxic. 400,000 compounds, 3.4% hits. KB-V1 MDR cells viability, CellTiter-Glo, 72 h; note: potency is the fitted concentration of half-maximal effect; % is set by controls: 0 for no effect and ±100 for the full control effect; nearly all actives have a fitted effect of over 60% in size
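KB-V1 cells (P-gp-expressing MDR subline of KB-3-1) in phenol-red-free DMEM with 10% FBS were exposed to library compounds over a concentration series for 72 h at 37 degrees C. Viability read by CellTiter-Glo luminescence; concentration-effect curves fitted after normalization.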
GLP1R ag = qHTS of GLP-1 Receptor Agonists. Potency, µM (highest dose often 45.6 µM), for inactives: at the top dose activation, most hits filed as activators. HEK293 GLP-1R CRE-luciferase, luminescence, 4-6 h; cells express a hypersensitive GLP-1R form. 380,000 compounds, 0.007% hits. AID 624172, 2012; note: potency is the fitted concentration of half-maximal effect; % of control where 0% means no effect
Target sequence (P43220 whole entry, looked up): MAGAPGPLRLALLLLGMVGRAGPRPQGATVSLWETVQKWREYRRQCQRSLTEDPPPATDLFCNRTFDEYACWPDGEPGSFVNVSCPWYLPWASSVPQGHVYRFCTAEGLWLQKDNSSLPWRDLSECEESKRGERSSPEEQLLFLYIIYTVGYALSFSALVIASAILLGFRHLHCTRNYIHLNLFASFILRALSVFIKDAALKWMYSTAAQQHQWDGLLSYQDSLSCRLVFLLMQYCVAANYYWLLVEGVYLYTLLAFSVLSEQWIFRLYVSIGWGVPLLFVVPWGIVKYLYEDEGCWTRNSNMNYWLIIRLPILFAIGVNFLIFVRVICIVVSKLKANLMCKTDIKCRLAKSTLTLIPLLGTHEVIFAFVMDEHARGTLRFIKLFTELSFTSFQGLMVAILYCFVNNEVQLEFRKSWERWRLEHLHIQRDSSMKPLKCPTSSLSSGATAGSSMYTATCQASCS
SW480 rereplic = A quantitative high throughput screen for small molecules that induce DNA re-replication in SW480 colon adenocarcinoma cells. 340,000 compounds, 1.8% hits. Potency, µM (titrated, usually from 46.1 µM), for inactives: top-dose re-replication activation, hits mostly activators. AID 624297, 2012. SW480 DNA re-replication, Hoechst DNA content imaging, 48 h; note: potency is the fitted concentration of half-maximal effect; % of control where 0% means no effect; nearly all actives have a fitted effect of over 55% in size
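First, 250 cells per well were seeded. Next, compound or vehicle (23 nL) was pinned in, plates sat 48 hr at 37 C. Finally Hoechst was added for 40 min before fluorescence scanning.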
* = called active by the depositor; ? = inconclusive; nt = no result given; & = joins results of further samples; [ ] = another dose, or the depositor's remark. Unless noted, calls come from the whole dose curve; as a rule, active = well fitted curve in the direction sought with a large enough effect; inconclusive = small, poorly fitted or top-dose-only effect, or another doubt; inactive = no such curve, though single readings can be large; an effect the other way counts as inactive or inconclusive. Hits appear at their usual frequency. About 12% of those tested had a hit in this group.

SMILES	KB-3-1 cytotox	D3 ag	HT1080 IDH1KD tx	IL-1B inflam inh	D3 antag	HT1080NT lethal	KB-V1 cytotox	GLP1R ag	SW480 rereplic
Cc1ccc(C)c(NC(=S)N(C2CCCCC2)C(C)c2cccnc2)c1 (centres undefined)	12%	-3	11%	15	11	2%	9%	11%	2%
CN(C)c1ccc(-c2csc(C(O)c3ccccc3)n2)cc1 (centres undefined)	0%	-3	-19%	-15	-3	-6%	3%	12%	nt
CC(C)CC(=O)Nc1nnc(S(=O)(=O)N2c3ccccc3CC2C)s1 (centres undefined)	1%&15%	0&7	-11%	23	4	-21%	-1%&9%	1%	6%
COc1ccc(CCNC(=O)C2CCC(=O)N2S(=O)(=O)c2ccc(C)cc2)cc1 (centres undefined)	2%	1	8%	14	5	16%	1%	-4%	-52%[inhibitor]
CCOC(=O)c1c(NC(=O)COC(=O)c2cnccn2)sc(C)c1C	6%	-1	15%	-7	-8	12%	7%	0%	-1%
COc1ccc(N2CCN(C(=O)CSc3nnc(-c4cccnc4)n3-c3ccc(F)cc3)CC2)cc1	-13%	0	11%	-18	-17	-4%	?	14%	-1%
CCc1ccccc1NC(=O)CC(=O)Nc1ccccc1CC	4%	4	14%	18	19	3%	-25%	0%	-3%
Cc1ccc(S(=O)(=O)CCC(=O)OCc2nnc(-c3ccc([N+](=O)[O-])cc3)o2)cc1	19%	2	0%	18	14	7%	15%	-14%	-9%
Cc1ccc(S(=O)(=O)N(Cc2cc3cc4c(cc3[nH]c2=O)OCCO4)CC2CCCO2)cc1 (centres undefined)	2%	22	9%	-7	6	13%	1%	-11%	-4%
O=C(COc1ccccc1Br)Nc1ccc(S(=O)(=O)N2CCCC2)cc1	-1%	7	1%	-6	1	4%	?	17%	-18%
Cn1cnnc1SCC(=O)Nc1ccc(Cl)c(S(=O)(=O)N2CCOCC2)c1	-2%	-2	-1%	0	17	4%	3%	-2%	-15%
Cc1cccc(NC(=O)NC(C)CCc2ccccc2)c1 (centres undefined)	-29%	20	-7%	-57*	16	1%	-18%	12%	6%
CCC1(CC)C(=O)C(C)(C)C(=O)OC1c1cccs1 (centres undefined)	8%	3	10%	18	0	5%	8%	-1%	-3%
COc1ccc(Cl)cc1NS(=O)(=O)c1cc(Br)cc2c1N(C(=O)C1CC1)CC2	4%	6	nt	nt	nt	nt	-7%	1%	nt
Nc1ccc2oc(-c3cccc4ccccc34)nc2c1	-4%	-15	-20%	-13	-10	-24%	-17%	21%	?
O=C(NNC(=O)c1cccs1)c1ccc(Cl)c([N+](=O)[O-])c1	13%	7	17%	?	0	19%	17%	-1%	-3%
CCn1c(SCC(=O)Nc2nccs2)nnc1-c1cccnc1	-2%	1	6%	12	5	10%	-8%	-2%	-17%
Cc1nn(CC(=O)NCc2ccc(OC(C)C)cc2)c(=O)c2cc(-c3ccccc3)nn12	-23%	4	6%	32	16	0%	-5%	0%	23%
CCCCOc1ccc(C(=O)NCC(=O)NC2CCC(C)CC2)cc1 (centres undefined)	-5%	-28	1%	-3	1	-7%	?	2%	-3%
Cc1cc([N+](=O)[O-])ccc1NC(=O)CCC(=O)N1CCCC1	7%	-11	6%	30	8	14%	8%	-2%	2%
CCN(CC(=O)Nc1c(F)cccc1F)C(=O)c1ccc(=O)n(C)n1	6%	-4	3%	5	-5	2%	18%	-12%	-7%
Cc1ccc(OCCCCNC2CCCC(C)C2C)c(C)c1 (centres undefined)	23µM*	-13	?	-95*	-21	21µM*	21µM*	12%	?
O=C(NCCCN1CCOCC1)C1Nc2ccc(OC(F)(F)F)cc2C2C=CCC12 (centres undefined)	-6%	-12	2%	2	-20	0%	-3%	-4%	-2%
CCOC(=O)c1c(C)n(C)c2ccc(OCC(O)CN3C(=O)c4ccccc4S3(=O)=O)cc12 (centres undefined)	0%	-8	?	-15	20	0%	?	18%	0%

A draw from above in order of molecular weight, high to low.
SMILES	KB-3-1 cytotox	D3 ag	HT1080 IDH1KD tx	IL-1B inflam inh	D3 antag	HT1080NT lethal	KB-V1 cytotox	GLP1R ag	SW480 rereplic
COc1ccc(N2CCN(C(=O)CSc3nnc(-c4cccnc4)n3-c3ccc(F)cc3)CC2)cc1	-13%	0	11%	-18	-17	-4%	?	14%	-1%
COc1ccc(Cl)cc1NS(=O)(=O)c1cc(Br)cc2c1N(C(=O)C1CC1)CC2	4%	6	nt	nt	nt	nt	-7%	1%	nt
Cn1cnnc1SCC(=O)Nc1ccc(Cl)c(S(=O)(=O)N2CCOCC2)c1	-2%	-2	-1%	0	17	4%	3%	-2%	-15%
Cc1nn(CC(=O)NCc2ccc(OC(C)C)cc2)c(=O)c2cc(-c3ccccc3)nn12	-23%	4	6%	32	16	0%	-5%	0%	23%
CC(C)CC(=O)Nc1nnc(S(=O)(=O)N2c3ccccc3CC2C)s1 (centres undefined)	1%&15%	0&7	-11%	23	4	-21%	-1%&9%	1%	6%
Cc1ccc(C)c(NC(=S)N(C2CCCCC2)C(C)c2cccnc2)c1 (centres undefined)	12%	-3	11%	15	11	2%	9%	11%	2%
CCn1c(SCC(=O)Nc2nccs2)nnc1-c1cccnc1	-2%	1	6%	12	5	10%	-8%	-2%	-17%
O=C(NNC(=O)c1cccs1)c1ccc(Cl)c([N+](=O)[O-])c1	13%	7	17%	?	0	19%	17%	-1%	-3%
CN(C)c1ccc(-c2csc(C(O)c3ccccc3)n2)cc1 (centres undefined)	0%	-3	-19%	-15	-3	-6%	3%	12%	nt
Cc1cc([N+](=O)[O-])ccc1NC(=O)CCC(=O)N1CCCC1	7%	-11	6%	30	8	14%	8%	-2%	2%
Cc1cccc(NC(=O)NC(C)CCc2ccccc2)c1 (centres undefined)	-29%	20	-7%	-57*	16	1%	-18%	12%	6%

Following part
SMILES	KB-3-1 cytotox	D3 ag	HT1080 IDH1KD tx	IL-1B inflam inh	D3 antag	HT1080NT lethal	KB-V1 cytotox	GLP1R ag	SW480 rereplic
Cn1cnc2c1c(=O)n(Cc1cccc(Br)c1)c(=O)n2C	4%	0	-17%	-15	-29	1%	-8%	4%	-8%
CC(C)(C)c1ccc(/C=C2\SC(=O)N(CCNC(=O)c3cccc(S(=O)(=O)N4CCOCC4)c3)C2=O)cc1	?	7	-24%	-15	40	-3%	?	-28%	7%
O=C(NC1CCSc2ccccc21)c1c(F)cccc1Cl (centres undefined)	9%	4	-1%	14	-1	-2%	-14%	5%	23%
COC(=O)c1c(C)[nH]c(O)c1C=Nc1ccc(C(C)C)cc1	-2%	7	-4%	-101*	-8	9%	-9%	12%	0%
CCOC(=O)C1=C(C)NC(SCC(=O)Nc2cc(C)on2)=C(C#N)C1c1cccs1 (centres undefined)	-4%	7	-11%	?	5	12%	-25%	-2%	-8%
Cc1ccc(NC(=O)COc2nsnc2N2CCOCC2)cc1Cl	-1%	-14	-16%	-18	-26	-12%	0%	13%	-14%
CC1(C(=O)NCc2ccccc2Br)CCN1C(=O)CCc1ccc(Cl)cc1Cl (centres undefined)	?	3	?	?	9	?	?	-5%	nt
CC(C)Cc1nc2sc3c(=O)[nH]cnc3c2c2c1CCCC2	?	14	0%	29	5	-5%	26%	9%	-12%
Cc1ccccc1NC(=S)NNC(=O)c1ccoc1C	-7%	1	-10%	0	-8	5%	?	-11%	-6%
Cc1ccc(CNC(=O)C2CCC(CNc3nc(=S)[nH]c4ccccc34)CC2)cc1 (centres undefined)	?	-8	-5%	0	-16	-3%	-35%	7%	14%
CCOC(=O)c1cccc(NC(=O)CCn2nnc3ccccc32)c1	-6%	10	6%	-9	13	-9%	8.2µM*	3%	2%
CCCCN(CC)CCNc1c(N2CCN(C(=O)OCC)CC2)c(=O)c1=O	-22%	-6	-8%	1	2	-3%	13%	-7%	-5%
CC(Sc1nnc(Cc2cccs2)n1C1CCCCC1)C(=O)NCc1ccco1 (centres undefined)	0%	8	8%	-3	-25	9%	-5%	2%	-6%
CC(C)Cc1cc(C(=O)N2CCC(N3CCC(C(=O)N4CCOCC4)CC3)CC2)n[nH]1	10%	-8	0%	-2	6	0%	4%	6%	-22%
Cc1ccc(C(c2c(C)nn(-c3ccccc3)c2N)c2c(C)nn(-c3ccccc3)c2N)cc1	1%	1	0%	-6	7	-1%	?	-1%	9%
O=C(CSC(=S)N1CCCC1)c1cc(Br)cc(Br)c1O	2%	-1	-15%	-12	3	16µM*	-1%	2%	5.2µM*
CCSc1nc(O)cc(=O)[nH]1	1%	4	15%	14	16	1%	5%	-9%	-7%
CCOc1ccc(CCNC(=O)C2CCN(c3nnc(-n4cccc4)s3)CC2)cc1OCC	-2%	3	-2%	-18	4	2%	-7%	2%	16%
C[C@H]1CN=C(N(C)C)N1CCC1CCCC1	4%	-22	-8%	-12	-9	1%	-17%	-3%	4%
Cn1c(-c2cccc(F)c2)nc2c1c(=O)[nH]c(=O)n2Cc1ccccc1	-3%	11	?	23	4	?	-16%	17%	-24%
CCCn1c(C)cc(C)c(C#N)c1=O	6%	9	0%	0	11	3%	7%	-2%	-8%
